EBV gp42 inh – inhibitors of Epstein-Barr virus glycoprotein 42. Fluorescence polarization binding assay, mP read-out. inhibition, % (tested at 21.74 µM). hit rate 0.42% among 220,000; in the data active = inhibition above about 50%
Target sequence (Q1HVG2 whole entry, looked up): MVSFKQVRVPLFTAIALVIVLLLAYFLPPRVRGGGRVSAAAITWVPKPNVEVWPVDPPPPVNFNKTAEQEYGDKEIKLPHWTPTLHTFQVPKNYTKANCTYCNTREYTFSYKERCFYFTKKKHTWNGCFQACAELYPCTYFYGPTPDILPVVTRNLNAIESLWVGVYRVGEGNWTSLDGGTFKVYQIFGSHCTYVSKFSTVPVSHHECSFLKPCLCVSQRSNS
TRPN1 ag – activates the zebrafish TRPN1 channel; HEK293 zebrafish TRPN1-YFP, Fluo-8 calcium fluorescence; 100% = response to 87 µM carbachol; activation, % at 3 µM; hit rate 0.18% among 220,000; AID 1424;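 active = activation above its plate's cutoff, the mean activation of test wells on that plate plus 3 SD, cut at about 19% in these data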;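 note: 0% = DMSO alone and 100% = 87 µM carbachol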
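Assay system: Zebrafish TRPN1-YFP in HEK293 cells | Incubation: Dye loading 1 h at 37 °C, then 30 min room temperature | Measured by: Kinetic Fluo-8 fluorescence, ex 470-495, em 515-575 nm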
Calpain2 inh – calpain II (pig) inhibition; purified calpain II, fluorogenic peptide substrate, 30 min; inhibition, % at 16 µM; hit rate 0.37% among 220,000; AID 1236;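 active = inhibition above about 50%, limit read from the data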
PPC-1+TRAIL kill – kills PPC-1 cancer cells in the presence of TRAIL; PPC-1 cells + TRAIL, ATPLite viability luminescence; cell killing (% activity), % at 4 µM; hit rate 0.41% among 220,000;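 active = cell killing above 50% in the first pass at 4 µM, then a duplicate retest at 5 µM averaging 50% or more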;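 note: plate controls were cells with TRAIL plus DMSO for no effect and medium-only wells lacking cells for full effect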
thrombin 1536 – thrombin (human) inhibition; inhibition, % at 5 µM; alpha-thrombin, Boc-VPR-AMC fluorogenic substrate cleavage; hit rate 0.26% among 220,000; AID 1046; P00734;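 active = inhibition at or above 40%; inactive = inhibition below 40%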;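 note: 0% = enzyme with no compound and 100% = wells without enzyme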
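System: Human alpha-thrombin protein | Medium: pH 7.5 Tris (50 mM) with NaCl 150 mM, Tween 20 0.05% | Times: Enzyme reaction carried out at room temperature | Detection: AMC fluorescence, 355/460 nm | Evaluation: Percent inhibition scaled between no-compound controls and no-enzyme blanks | Benchmarks: Enzyme without compound as high, wells lacking enzyme as low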
Furin inhibitor – inhibitors of human furin. AID 463115. purified furin, fluorogenic substrate cleavage. hit rate 0.061% among 220,000. inhibition, % at 30 µM. P09958; in the data active = inhibition above about 25%; note: inactives centre near -15
Target sequence (P09958 108-714 limits assumed): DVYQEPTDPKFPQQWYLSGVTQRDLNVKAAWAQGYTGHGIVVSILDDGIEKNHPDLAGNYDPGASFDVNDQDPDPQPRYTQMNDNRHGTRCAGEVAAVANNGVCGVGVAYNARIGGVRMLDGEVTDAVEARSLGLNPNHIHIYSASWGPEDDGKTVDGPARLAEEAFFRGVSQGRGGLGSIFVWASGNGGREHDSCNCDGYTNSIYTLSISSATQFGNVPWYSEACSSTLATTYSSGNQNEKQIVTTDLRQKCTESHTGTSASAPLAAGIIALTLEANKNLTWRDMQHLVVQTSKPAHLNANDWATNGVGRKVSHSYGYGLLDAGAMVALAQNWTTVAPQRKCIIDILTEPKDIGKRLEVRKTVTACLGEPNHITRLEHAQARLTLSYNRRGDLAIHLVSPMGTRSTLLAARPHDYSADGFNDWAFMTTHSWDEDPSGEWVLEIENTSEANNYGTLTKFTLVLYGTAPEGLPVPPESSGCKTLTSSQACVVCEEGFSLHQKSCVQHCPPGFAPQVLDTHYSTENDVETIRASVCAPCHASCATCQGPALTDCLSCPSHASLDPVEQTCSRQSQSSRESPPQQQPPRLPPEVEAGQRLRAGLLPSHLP
KCC2 mod – modulators of human KCC2 chloride dependent transport. AID 1456. B-score of Tl+ flux slope (higher = more flux/activation; lower = inhibition) at 10 µM. Q9H2X9. KCC2 cells, thallium flux FluoZin-2 fluorescence. hit rate 2.2% among 190,000;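 active = thallium flux slope and its plate-corrected score both differing from the plate sample mean at a set confidence after two filtering rounds, in either direction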;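 note: slope of fluorescence scaled to starting intensity during 10 to 20 s after thallium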
TRPML3 agonist – human mucolipin-3 channel agonism. HEK293 TRPML3-YFP, Fluo-8 calcium fluorescence; 100% = the carbachol control signal. hit rate 0.29% among 220,000. activation, % at 3 µM;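 active = activation above its plate's cutoff, the mean activation of the plate's test wells plus 3 SD, cut at about 12% in these data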;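 note: 0% = DMSO only wells and 100% = carbachol wells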
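Material: TRPML3-YFP stable HEK293 cells | Dosing: One concentration, 3 µM nominal, 0.3% DMSO | Timing: 125 s total fluorescence read per well | Technique: Fluo-8 calcium dye fluorescence, ex 470-495, em 515-575 nm | Measure: Percent activation from peak-to-basal fluorescence ratio, scaled between DMSO and carbachol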
Tb hexokinase – blocks Trypanosoma brucei hexokinase 1 activity. recombinant TbHK1, G6PDH-coupled NADH A340. hit rate 0.11% among 220,000. inhibition, % at 10 µM;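 active = inhibition of 50% or more in the single-dose primary screen; inactive = inhibition below 50%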
An asterisk follows results filed as active; x = no result given; [ ] = dose if it differs, or a comment.

Each structure is followed by: EBV gp42 inh	TRPN1 ag	Calpain2 inh	PPC-1+TRAIL kill	thrombin 1536	Furin inhibitor	KCC2 mod	TRPML3 agonist	Tb hexokinase
- COc1ccc(C(=O)NCc2n[nH]c(=S)n2-c2ccccc2)cc1OC
 : -5	1.2	33	2	2	-14[20 µM]	x	1.3	-4
- O=C(O)c1[nH]c2ccccc2c1NS(=O)(=O)Cc1ccccc1
 : -1	1.1	-72	19	1	-14	x	0.3	-2
- COc1ccc(CCNC(=O)CCc2ccc(S(=O)(=O)NCC(C)C)cc2)cc1OC
 : 5	0.4	2	24	-2	-12	x	0.2	4
- Cc1nn(-c2ccccn2)c(C)c1Oc1ccccc1O
 : -20	0.1	18	-5	0	-21	x	4.4	3
- C=CC[n+]1c(/C=C2\C=Cc3cc(C)ccc3N2CC)ccc2ccccc21
 : -7	6.6	25	43	15	-5	-1.2	3.6	10
- CCC(=O)c1cc(F)ccc1OCC(=O)N1CCN(c2ccc(F)cc2)CC1
 : -20	0.6	25	-2	-8	-14	-1.9	0.8	0
- CCCCN(C)Cc1c(C)[nH]c2ccc(C)cc2c1=O
 : -11	1.7	-20	3	5	-15[20 µM]	0.42	0.5	-10
- CC1CCC2=NN(C(=O)c3ccco3)C(O)(C(F)(F)F)C2C1 (centres undefined)
 : -12	-0.1	-10	-10	-9	-4	-0.035	-0.2	-2
- Cc1ccsc1/C=N/NC(=O)C1CC(=O)N(c2ccccc2)C1 (centres undefined)
 : -16	0.1	-2	4	-2	-15	-0.076	0.8	-14
- Cc1nnc(SCc2nnc(-c3ccccc3Br)o2)n1-c1ccccc1
 : -6	0.6	-55	12	41*	-14[20 µM]	x	0.4	-3
- COc1ccccc1C(=O)Nc1ccc(Br)cc1C
 : 7	0.8	-9	-1	-4	-21	-0.33	0.0	-7
- OCC1(Cc2cccc(Cl)c2)CCCN(Cc2cn[nH]c2C2CCCCC2)C1 (centres undefined)
 : -19	0.0	-5	27	-8	-24	0.079	0.3	9
- NS(=O)(=O)c1ccc(CNC(=S)NC2CC2)cc1
 : 9	-0.7	6	-7	-6	-7	-0.019	0.9	9
- CC(=O)N1C(C(=O)O)CSC1c1cccc(C)c1 (centres undefined)
 : -5	1.5	32	-14	-8	-22[20 µM]	x	0.7	-5
- Cc1ccc(NC(=S)NCc2ccc3c(c2)OCO3)cc1
 : -6	0.1	24	8	-5	-5	-0.72	-1.1	10
- Cc1oc(-c2ccccc2F)nc1CN1CCC(C(=O)NCc2ccco2)CC1
 : -10	-0.3	-57	0	4	-19	-0.059	0.6	2
- COc1cccc(N2CCN(C3C4CC5CC(C4)CC3C5)CC2)c1 (centres undefined)
 : -12	-1.0	-10	20	-6	-16[20 µM]	0.56	1.3	8
- C=CCN(CC(=O)NCC1CCCO1)C(=O)CCC(=O)Nc1cc(C)on1 (centres undefined)
 : -2	0.8	-6	8	1	8[20 µM]	-1	1.0	1
- CCOC(=O)N1CCN(C(=O)C(c2ccccc2)c2ccccc2)CC1
 : -6	-1.7	9	12	1	-13[20 µM]	0.21	-0.1	-2
- CC(C)Oc1ccc(C2CC(=O)N(Nc3ccc([N+](=O)[O-])cc3[N+](=O)[O-])C2=O)cc1 (centres undefined)
 : -15	-0.9	-5	0	-3	-12	-0.088	0.1	-12

5 entries from above in a different format:
SMILES | EBV gp42 inh | TRPN1 ag | Calpain2 inh | PPC-1+TRAIL kill | thrombin 1536 | Furin inhibitor | KCC2 mod | TRPML3 agonist | Tb hexokinase
COc1ccccc1C(=O)Nc1ccc(Br)cc1C | 7 | 0.8 | -9 | -1 | -4 | -21 | -0.33 | 0.0 | -7
OCC1(Cc2cccc(Cl)c2)CCCN(Cc2cn[nH]c2C2CCCCC2)C1 (centres undefined) | -19 | 0.0 | -5 | 27 | -8 | -24 | 0.079 | 0.3 | 9
NS(=O)(=O)c1ccc(CNC(=S)NC2CC2)cc1 | 9 | -0.7 | 6 | -7 | -6 | -7 | -0.019 | 0.9 | 9
CC(=O)N1C(C(=O)O)CSC1c1cccc(C)c1 (centres undefined) | -5 | 1.5 | 32 | -14 | -8 | -22[20 µM] | x | 0.7 | -5
Cc1ccc(NC(=S)NCc2ccc3c(c2)OCO3)cc1 | -6 | 0.1 | 24 | 8 | -5 | -5 | -0.72 | -1.1 | 10

Continuation:
Each structure is followed by: EBV gp42 inh	TRPN1 ag	Calpain2 inh	PPC-1+TRAIL kill	thrombin 1536	Furin inhibitor	KCC2 mod	TRPML3 agonist	Tb hexokinase
- CCOc1ccccc1CNC(=O)CCN1C(=O)COc2ccccc21
 : -17	0.1	-14	-22	-2	-8[20 µM]	-1.5	-0.5	-1
- CCOC(=O)/C(N=Nc1c(Br)cc(Br)cc1Br)=C(\C)O
 : -11	-0.2	-1	4	-1	-13[20 µM]	-0.21	0.6	-18
- CCn1c(=O)cc(OCC(=O)NCCCN2CCC(C)CC2)c2ccccc21
 : -13	0.9	-12	7	-10	-2[20 µM]	-0.45	0.9	-6
- Cc1nnsc1NC(=O)OCC(C)(C)C
 : -3	1.2	-21	15	-17	-34[20 µM]	0.047	0.3	1
- Cc1ccc(N/C=C(\[N+](=O)[O-])S(=O)(=O)c2ccccc2)cc1
 : -10	1.2	-8	3	4	-14	x	1.1	-5
- CC(=O)n1cc([C@H]2C=C(C(=O)N3CCOCC3)O[C@@H](OCc3ccc(CO)cc3)C2)c2ccccc21
 : -13	2.2	11	7	-4	-20	-1.2	1.6	-20
- COc1cc(C(=O)OC2CSCC2NC(=O)c2ccccc2)cc(OC)c1OC (centres undefined)
 : -11	0.6	-12	18	-4	-25	-0.91	-0.6	-6
- C=CCSc1nc2c(cc1C#N)CCC2
 : -15	0.5	10	8	18	-3[20 µM]	-1	1.1	3
- CCOC(=O)c1c(NC(=O)CSc2nnc(CNc3ccc(Cl)cc3)o2)sc(C)c1C
 : -2	-0.8	17	-15	-10	-32[20 µM]	-0.057	0.1	-2
- COc1ccc(S(=O)(=O)N2CCN(C(=O)NCc3ccccc3)CC2)cc1
 : -6	0.4	-27	22	-5	-19	-0.92	-0.5	-2
- COc1ccc(/C=N/NC(=O)C2C3CCCCC32C)cc1OC (centres undefined)
 : -8	0.3	1	16	-4	-6	-0.4	0.5	-7
- Cc1ccc(-c2noc(-c3c(C)noc3C)n2)cc1
 : -6	1.2	9	6	-2	-25	-0.11	0.7	-2
- CCOC(=O)C(CCCOc1ccc(C)cc1)C(=O)OCC
 : -3	-0.5	12	-7	-2	-26[20 µM]	0.093	0.5	-6
- Cc1ccc(S(=O)(=O)N2CCN(C(=O)CN3CCCC3)C2)cc1
 : -1	-0.8	-7	11	1	-13	x	0.6	-1
- Cc1ccccc1OC1C(=O)N(Cc2ccc3c(c2)OCO3)C1c1sccc1C (centres undefined)
 : 2	1.9	17	27	3	-15[20 µM]	x	0.5	6
- O=C(c1cc2n(n1)C(C(F)(F)F)CC(c1ccco1)N2)N1CCc2ccccc2C1 (centres undefined)
 : 16	2.3	1	7	-8	-11[20 µM]	-0.32	1.2	-4
- Cc1cc(/C=N/n2cnnc2)c(C)n1-c1ccc(OCc2ccccc2F)cc1
 : -6	-1.4	-1	3	-2	-7	x	-0.7	4
- CN(CC(=O)Nc1ccccc1F)CC(=O)Nc1ccc(F)c(F)c1F
 : -11	0.0	-12	8	-3	-32	-1.9	0.3	3
- O=C(O)c1nn(CCOc2cccc(Cl)c2)c(=O)c2ccccc12
 : 4	-0.1	13	18	-2	-20	-0.58	0.3	3
- CC(C)(C)NC(=O)CSc1nncn1NCc1cccc2ccccc12
 : -17	2.1	-16	-18	1	-11[20 µM]	-0.75	0.1	6
- C=CCNC(=S)N1CCN(c2ncc(C(F)(F)F)cc2Cl)CC1
 : -11	3.3	9	20	-6	-8	-0.14	1.9	-10
- CCc1ccc2[nH]c(=O)c(CN(CCN(CC)CC)C(=O)Nc3ccccc3OC)cc2c1
 : -9	0.2	-32	20	1	-19	-0.91	0.5	-16
- CCCOc1ccc(Cc2c(Cl)nc(SC)nc2OC)cc1
 : 3	2.3	1	6	-3	-8	-0.9	0.5	-3
- O=C1CCC(=O)N1c1ccc(CSc2nnnn2C2CCCCC2)cc1
 : -10	0.0	-3	-2	-6	-24	x	0.6	-2
- CC(=O)c1cccc(NC(=O)Nc2cc3sccc3n2C)c1
 : 15	0.9	-170	8	1	-10	-0.36	0.0	7
- CCOC(=O)c1c(NC(=O)C2CCN(S(=O)(=O)c3cccs3)CC2)sc(C)c1C
 : -18	1.2	3	-4	1	-24[20 µM]	-0.48	0.8	9
- CCNCC(=O)N1c2ccccc2CCc2ccc(NC(C)=O)cc21
 : -13	-0.7	-8	15	2	23[20 µM]	0.56	0.7	1
- CCOP(=O)(c1ccc(N(C)C)cc1)C(O)c1ccccc1 (centres undefined)
 : -10	-1.0	1	19	-12	-12[20 µM]	0.13	0.9	-5
- Cc1ccc(S(=O)(=O)n2nc(C)c(Br)c2C)c(C)c1C
 : -23	0.3	18	23	3	-6	-1.3	0.7	6
- CCCCNC(=S)NNC(=O)c1sccc1C
 : 0	0.9	11	18	-8	2	x	0.4	1
- COC(=O)c1c(NC(=O)CN2C(=O)NC3(CCc4ccccc4C3)C2=O)sc2c1CCCCC2 (centres undefined)
 : 19	1.2	5	7	-1	-6	-0.58	1.1	0
- Cn1cc(CN2CCC(C(=O)N3CCCC3)CC2)c(-c2ccccc2F)n1
 : 2	1.7	-22	2	-10	-29	0.4	0.0	4
- CCCCN1C(=O)/C(=C/C=C2\SCCN2C)SC1=S
 : -273	10	30	21	5	-7	0.33	5.9	-9
- C1CN(c2nc(N3CCOCC3)nc(N3CCOCC3)n2)CCO1
 : -8	-0.6	-9	-2	-5	-3	-0.072	1.0	-2
- O=c1c(Cc2ccccc2)c(O)c2cccc3c4c(n1c23)CCCC4
 : -1	-0.2	-76	20	-2	-25	-2.4	0.1	-7
- Cc1cc(C)nc(Nc2n[nH]c(COc3ccc4ccccc4c3)n2)n1
 : 1	0.5	-12	5	2	-12[20 µM]	1	-0.1	-1
- COC(=O)CSc1nnnn1-c1ccccc1
 : -19	-0.2	-6	18	0	-15	0.55	1.0	-2
- OCc1nc2nc(Cl)c(Cl)nc2[nH]1
 : 8	1.3	-2	17	-1	4	0.32	0.0	-42
- COc1ccc(-c2nc3c(c(=O)n(C)c(=O)n3C)n2CC2CC(c3ccccc3)=NO2)cc1OC (centres undefined)
 : x	2.4	x	x	x	-2[20 µM]	-0.17	0.6	-21
- CC[N+]1(CC)CC2=Cc3ccccc3CC2C1 (centres undefined)
 : -1	-0.1	-1	0	-2	-26	-0.39	0.3	0
- COCCn1c(SCC(=O)N2CCc3ccccc32)nc2c(c1=O)SC(C)C2 (centres undefined)
 : -6	x	16	-1	-3	-24	-0.88	x	-26
- CSc1c(CC(=O)Nc2ccccc2Cl)n(Cc2ccccc2)c2ccccc12
 : -26	-1.1	6	9	-1	-9[20 µM]	1	0.3	4
- C=CC[C@@H]1C=C[C@H](O/N=C/c2ccc(C(=O)N3[C@H](c4ccc(C)cc4)[C@@H](C)CC[C@H]3C(=O)OC)cc2)[C@@H](CO)O1
 : -9	2.7	-10	17	-3	-7	0.28	0.4	-6

Records above shown as hits in thrombin 1536.
| Structure | EBV gp42 inh | Calpain2 inh | thrombin 1536 | Furin inhibitor | KCC2 mod | TRPML3 agonist | Tb hexokinase |
| --- | --- | --- | --- | --- | --- | --- | --- |
| Cc1nnc(SCc2nnc(-c3ccccc3Br)o2)n1-c1ccccc1 | -6 | -55 | 41* | -14[20 µM] | x | 0.4 | -3 |

Screening data as filed in PubChem BioAssay.
